Ecoli viability: bacterial growth inhibition, counter-screen for AddAB inhibitors; E. coli V3065 growth, OD600 absorbance, 18 h; inhibition, % at 11.9 µM; hit rate 0.27% among 330,000; AID 449728;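 active = inhibition above the campaign's mean inhibition across all tested compounds plus 3 SD, cut at about 9.9% in these data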;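 note: uninfected addAB+ strain grown without phage in ampicillin broth; 0% = DMSO wells and 100% = ciprofloxacin 0.95 µg/ml wells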
OPRM1-OPRD1 inv: mu-delta opioid heterodimer inverse agonism; P35372+P41143; hit rate 0.21% among 340,000; inhibition, % at 9.3 µM; cell-based MOR-DOR heterodimer luminescence; in the data active = inhibition above about 22%, passing the limit was not always enough;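 note: 0% = cells with DMSO and 100% = wells without cells with DMSO; values of inactives mirror those of a sister screen read the other way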
Target sequence (P35372 whole entry, looked up): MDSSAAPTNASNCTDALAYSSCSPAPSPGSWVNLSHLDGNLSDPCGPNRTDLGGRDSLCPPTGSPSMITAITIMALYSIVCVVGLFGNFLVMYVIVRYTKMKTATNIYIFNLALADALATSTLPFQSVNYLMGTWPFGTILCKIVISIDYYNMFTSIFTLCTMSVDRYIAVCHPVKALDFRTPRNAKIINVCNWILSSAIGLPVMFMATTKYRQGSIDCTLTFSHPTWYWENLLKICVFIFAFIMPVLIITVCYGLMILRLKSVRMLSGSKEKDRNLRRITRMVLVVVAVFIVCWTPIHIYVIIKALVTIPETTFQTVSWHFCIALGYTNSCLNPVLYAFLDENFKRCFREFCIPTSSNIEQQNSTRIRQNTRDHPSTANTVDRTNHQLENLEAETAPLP
Target sequence (P41143 whole entry, looked up): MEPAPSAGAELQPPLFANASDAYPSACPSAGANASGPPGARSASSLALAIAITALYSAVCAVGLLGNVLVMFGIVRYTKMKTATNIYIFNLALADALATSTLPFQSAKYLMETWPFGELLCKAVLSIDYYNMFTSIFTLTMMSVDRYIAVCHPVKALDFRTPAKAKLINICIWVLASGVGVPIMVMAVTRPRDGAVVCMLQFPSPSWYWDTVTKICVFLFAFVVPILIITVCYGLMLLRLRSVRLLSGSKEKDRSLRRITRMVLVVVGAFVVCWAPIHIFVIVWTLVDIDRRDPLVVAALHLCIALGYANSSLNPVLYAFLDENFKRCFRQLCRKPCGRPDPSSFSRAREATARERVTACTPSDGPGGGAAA
PKA-R2B act: activators of human PKA-R2B complex. P22694+P31323. PKA-R2B holoenzyme dissociation, Cy5-IP20 fluorescence polarization; R2B truncated from residue 108, S112A mutant; 0% DMSO only, 100% 113 µM cGMP. activation, % at 11.4 µM. hit rate 0.079% among 340,000. AID 504700;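 active = activation above a cutoff set at the mean over all compounds plus 3 SD, cut at about 18% in these data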;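 note: higher means more holoenzyme dissociation and a rise in polarization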
MOR-DOR ag: OPRM1-OPRD1 heterodimerization agonism; hit rate 0.3% among 340,000; P35372+P41143; cells, luminescence; activation, % at 9.3 µM; in the data active = activation above about 18%;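 note: 0% = vehicle-treated cells and 100% = reference agonist; values of inactives mirror those of a sister screen read the other way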
Tat transport: blocks Tat-dependent protein export in E. coli; E. coli MC4100 TorA-mCherry Tat export, fluorescence; inhibition, % at 10 µM; hit rate 0.036% among 340,000; AID 488895;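 active = mean replicate inhibition at least 50% and at least half of replicates individually reaching 50%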;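 note: exported cargo escapes ClpAP degradation while cytoplasmic cargo is degraded and loses fluorescence; 0% = median of neutral control wells and 100% = median of NaSCN control wells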
Mot1-301 SUMO: inhibitors of SUMOylation pathway: yeast Mot1-301 growth rescue. growth rescue, % at 18.8 µM. hit rate 1% among 320,000. S. cerevisiae Mot1-301 growth rescue, ATP luminescence, 38.5C; percent above DMSO median, 100 means doubled;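 active = every valid replicate shows activation above 250% relative to neutral control wells; inactive = the rest, any valid replicate at or below 250%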;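 note: OY570 slx delta 5 strain wells were the positive control but not used for scaling; some compounds called inactive have numbers as strong as hits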
AddAB inh: less growth of phage-infected E. coli with AddAB; E. coli expressing H. pylori AddAB, absorbance growth; hit rate 0.29% among 330,000; inhibition, % at 11.9 µM; in the data active = inhibition above about 12%;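 note: 0% = vehicle wells of infected cells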
PfHsp90 set2: reduces growth (ATP signal) of yeast expressing P. falciparum Hsp90; S. cerevisiae expressing PfHsp90, BacTiter-Glo ATP, 48 h; yeast lacking PDR1 and PDR3 efflux regulators; inhibition, % at 9.4 µM; hit rate 0.32% among 310,000; AID 504621;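 active = every replicate shows inhibition above about 80%, whatever the replicate mean, limit read from the data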;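 note: 0% = DMSO neutral controls and 100% = 20 µM radicicol positive controls; yeast relying on Plasmodium falciparum Hsp90 in place of its own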
HTR5A inv ag: HTR5A inverse agonism, opioid heterodimer counter-screen | P47898 | HTR5A cell line, luminescence | inhibition, % at 9.3 µM | hit rate 0.083% among 340,000 | AID 504634; in the data active = inhibition mostly above about 23%, no sharp cut-off; inactive = mostly below about 18%;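 note: 0% = cells with DMSO and 100% = no-cell wells with DMSO; some compounds called inactive have numbers as strong as hits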
Target sequence (P47898 whole entry, looked up): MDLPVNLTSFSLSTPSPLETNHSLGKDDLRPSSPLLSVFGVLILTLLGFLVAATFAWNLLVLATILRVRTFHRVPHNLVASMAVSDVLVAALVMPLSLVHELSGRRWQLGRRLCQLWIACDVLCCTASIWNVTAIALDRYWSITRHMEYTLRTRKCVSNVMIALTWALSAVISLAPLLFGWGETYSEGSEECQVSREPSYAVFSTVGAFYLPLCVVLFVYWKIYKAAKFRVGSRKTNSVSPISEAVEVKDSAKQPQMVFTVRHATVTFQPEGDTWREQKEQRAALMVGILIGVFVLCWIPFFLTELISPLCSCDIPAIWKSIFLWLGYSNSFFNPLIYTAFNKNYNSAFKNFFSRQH
PKA-R1A activ: PKA-R1A complex activation; P00514+P68181; PKA-R1A dissociation, Cy5-IP20 fluorescence polarization; scaled: DMSO 0%, 113 µM cGMP 100%; activation, % at 11.4 µM; hit rate 0.083% among 340,000; AID 504707;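 active = percent activation above the mean of all tested compounds plus 3 SD, cut at about 19% in these data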;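 note: higher means more PKAc released from R1A so a rise in polarization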
phage Ecoli inh: E. coli growth loss with phage present. growth absorbance. inhibition, % at 11.9 µM. hit rate 0.26% among 360,000. AID 651602; in the data active = inhibition above about 11%
Starred values were filed as active, the others as inactive; . = not tested or not shown.

Start of the listing, in advance:
SMILES	Ecoli viability	OPRM1-OPRD1 inv	PKA-R2B act	MOR-DOR ag	Tat transport	Mot1-301 SUMO	AddAB inh	PfHsp90 set2	HTR5A inv ag	PKA-R1A activ	phage Ecoli inh
COc1ccc(CC(=O)N/N=C/c2ccc(C)s2)cc1	2.4	4	4	-0.8	5	-32	5.7	18	10	-6	2.7
O=C(COC(=O)CCC(=O)c1cccs1)NCc1cccs1	0.5	13	-2	-2.4	1	101	0.4	8	2	-7	0.0
O=C(Oc1cccc(/C=N/NC(=O)c2ccccn2)c1)c1ccc([N+](=O)[O-])cc1	0.2	-7	12	1.4	-8	-14	0.4	-3	-2	8	-0.2
CCN(CC)P1(=O)OC(c2cc(OC)c(OC)c(OC)c2)=Nc2c1c(C)nn2-c1ccccc1 (centres undefined)	-0.9	15	-4	-2.6	-4	-8	0.1	-4	1	2	1.7
O=C(COC(=O)C1COc2ccccc2O1)NC(=O)NC1CCCCC1 (centres undefined)	-5.9	-8	-6	1.4	-4	9	-0.6	2	-8	3	3.1
CN(c1ccc(O)cc1)c1nc(O)c(C2=c3ccccc3=NC2=O)s1	1.0	11	3	-2.1	7	-3	3.8	-4	-1	-4	-0.9

All compounds of this part, repeating the preview:
SMILES	Ecoli viability	OPRM1-OPRD1 inv	PKA-R2B act	MOR-DOR ag	Tat transport	Mot1-301 SUMO	AddAB inh	PfHsp90 set2	HTR5A inv ag	PKA-R1A activ	phage Ecoli inh
COc1ccc(CC(=O)N/N=C/c2ccc(C)s2)cc1	2.4	4	4	-0.8	5	-32	5.7	18	10	-6	2.7
O=C(COC(=O)CCC(=O)c1cccs1)NCc1cccs1	0.5	13	-2	-2.4	1	101	0.4	8	2	-7	0.0
O=C(Oc1cccc(/C=N/NC(=O)c2ccccn2)c1)c1ccc([N+](=O)[O-])cc1	0.2	-7	12	1.4	-8	-14	0.4	-3	-2	8	-0.2
CCN(CC)P1(=O)OC(c2cc(OC)c(OC)c(OC)c2)=Nc2c1c(C)nn2-c1ccccc1 (centres undefined)	-0.9	15	-4	-2.6	-4	-8	0.1	-4	1	2	1.7
O=C(COC(=O)C1COc2ccccc2O1)NC(=O)NC1CCCCC1 (centres undefined)	-5.9	-8	-6	1.4	-4	9	-0.6	2	-8	3	3.1
CN(c1ccc(O)cc1)c1nc(O)c(C2=c3ccccc3=NC2=O)s1	1.0	11	3	-2.1	7	-3	3.8	-4	-1	-4	-0.9
Cc1ccc(C(=O)CN(CCCC(N)=O)S(=O)(=O)c2ccc([N+](=O)[O-])cc2)cc1	0.3	-16	-2	2.7	4	2	0.3	11	21	-1	2.1
COC(=O)CSc1ccc(S(=O)(=O)N2CCOCC2)cc1[N+](=O)[O-]	1.0	2	5	-0.4	5	14	2.7	-23	7	-14	2.1
CC1CCCCC1NC(=O)CN1C(=O)CSc2cc(S(=O)(=O)N3CCCCCC3)ccc21 (centres undefined)	-2.8	0	-15	0.0	3	3	-0.5	14	-1	2	3.7
CC(CCOS(N)(=O)=O)c1ccccc1 (centres undefined)	-1.0	8	1	-1.5	-17	-2	0.5	.	-17	-2	.
COc1cc(NC(C)=O)c2ncccc2c1[N+](=O)[O-]	0.3	-35	3	6.4	2	-6	2.6	-11	13	1	3.7
Cc1ccccc1C(=O)c1c[nH]c(C(N)=O)c1	1.7	10	-5	-2.5	-5	-8	2.1	7	1	-10	3.7

Arranged by molar mass (falling): three of the compounds above.
SMILES	Ecoli viability	OPRM1-OPRD1 inv	PKA-R2B act	MOR-DOR ag	Tat transport	Mot1-301 SUMO	AddAB inh	PfHsp90 set2	HTR5A inv ag	PKA-R1A activ	phage Ecoli inh
CCN(CC)P1(=O)OC(c2cc(OC)c(OC)c(OC)c2)=Nc2c1c(C)nn2-c1ccccc1 (centres undefined)	-0.9	15	-4	-2.6	-4	-8	0.1	-4	1	2	1.7
Cc1ccc(C(=O)CN(CCCC(N)=O)S(=O)(=O)c2ccc([N+](=O)[O-])cc2)cc1	0.3	-16	-2	2.7	4	2	0.3	11	21	-1	2.1
CC(CCOS(N)(=O)=O)c1ccccc1 (centres undefined)	-1.0	8	1	-1.5	-17	-2	0.5	.	-17	-2	.

Remaining list, next part
SMILES	Ecoli viability	OPRM1-OPRD1 inv	PKA-R2B act	MOR-DOR ag	Tat transport	Mot1-301 SUMO	AddAB inh	PfHsp90 set2	HTR5A inv ag	PKA-R1A activ	phage Ecoli inh
CCP(=O)(CC)C(C)(C)CP(=O)(c1ccccc1)c1ccccc1	-0.2	12	4	-2.1	-10	-10	-0.8	2	3	-3	2.1
C/C(CC(=O)Nc1ccc(Cl)cc1Cl)=N\NC(=O)C(=O)N1CCCC1	1.8	3	3	-0.6	-9	.	0.3	-46	-10	-1	1.4
COC(=O)c1sc(N2C(=O)C(O)=C(C(=O)c3ccc(C)o3)C2c2ccc([N+](=O)[O-])cc2)nc1C (centres undefined)	-5.6	9	-8	-1.6	-17	-4	-0.4	-44	-17	4	4.0
CC[C@]12c3[nH]c4cc(CCC(=O)N(C)C)ccc4c3CCN1C(=O)[C@@H](CC(=O)NCc1ccc(OC)c(OC)c1)C[C@@H]2C(=O)N1CCN(C(=O)c2ccco2)CC1	-1.6	12	-5	-2.3	-1	.	0.2	-7	-4	-1	1.3
Fc1ccc2c(c1)C(c1ccncc1)=NNC(c1ccc(Cl)cc1)=N2	-1.5	2	-7	-0.5	-2	25	4.5	.	-9	-2	3.1
COc1ccc(CN(C)C(=O)COC(=O)c2c(C)nn(-c3ccc(F)cc3)c2Cl)cc1	0.9	0	2	0.0	2	4	-1.9	.	-13	-5	-1.4
O=C(CN(CCN1CCOCC1)C(=O)Cn1nnc(-c2ccc(F)cc2)n1)NC1CCCCC1	-0.8	10	-10	-2.0	-2	18	0.5	25	-6	-4	1.6
Cc1nc2nc(C)c(NS(=O)(=O)c3ccc4c(c3)CCCC4)c(=O)n2[nH]1	-0.6	11	1	-2.0	-15	2	4.4	0	-3	-3	-1.1
O=C(NNC(=O)C1CC1)c1cc2cc3ccccc3nc2s1	-0.4	11	-16	-1.7	-3	-4	1.5	8	-11	-10	2.4
CCOC(=O)c1[nH]c2ccc(OC)cc2c1NS(=O)(=O)c1ccc(OC)cc1OC	-2.4	6	3	-1.1	2	-18	-2.5	.	22	-1	3.6
O=C(COC(=O)c1ccccc1NC(=O)c1ccccc1)c1cccc([N+](=O)[O-])c1	2.5	6	-5	-1.1	-6	-7	4.5	26	-11	-4	4.6
CCn1c2c(c3cc(OCC(C)C)ccc31)CCCC2=O	-0.9	-7	-9	1.5	11	367	0.5	-28	-14	-4	0.7
COCCNC(=O)C1CC2Cn3c(nc4ccccc43)C2N1C (centres undefined)	2.3	13	-3	-2.2	-7	-3	0.5	-13	-13	-3	2.4
CC(Sc1nnc(-c2ccccc2)c(-c2ccccc2)n1)C(=O)NCC1CCCO1 (centres undefined)	0.2	15	-4	-3.0	2	10	-1.8	-6	-9	2	1.6
Cc1nn(-c2ccccc2)c(Oc2ccc(F)cc2)c1/C=N/n1cnnc1	0.4	11	-4	-2.1	-2	154	0.5	-8	-43	8	3.6
CCN(CC)C(=O)C1c2ccccc2Oc2ccccc21	2.0	7	8	-1.4	4	-19	0.3	-22	-6	8	1.7
COc1ccccc1CNC(=O)CCCC(=O)n1nc(C)c2ccccc21	-2.0	14	1	-2.8	0	33	2.0	0	9	2	1.4
O=C(NCCOc1ccc(Cl)cc1)C1CCCCC1	2.3	12	-11	-2.4	-7	44	0.3	16	-3	-1	0.4
CCOn1c(=O)c[n+]([O-])c2ccccc21	1.1	13	0	-2.6	-5	-3	1.2	.	-1	-3	-2.1
N#CCC(=O)Nc1ccc(C(=O)OCC(=O)N(C2CCCCC2)C2CCCCC2)cc1	-1.5	9	-4	-2.0	6	-12	-0.1	24	-10	1	0.9
O=C1NC(=O)/C(=C/c2ccc(-c3cc(C(=O)O)ccc3Cl)o2)S1	-3.5	-1	-2	0.2	-9	3	4.1	-7	-9	2	-4.2
O=C(NCCCN1CCCC1)c1ccc2c(c1)N(Cc1ccc(F)cc1)C(=O)c1ccccc1S2=O (centres undefined)	-0.9	1	-9	-0.1	-5	7	2.9	23	-10	-3	3.4
CCOC(=O)c1cnc(N2CCN(C(=O)OCC)CC2)[nH]c1=O	-0.7	12	-16	-2.5	-3	-13	3.8	13	-9	4	2.6
CCOC(=O)C(C(=O)NCCCN1CCOCC1)C1CCCCC1 (centres undefined)	0.6	11	-4	-2.0	-1	-22	1.9	6	-19	7	-0.5
O=c1[nH][nH]c(C(F)(F)F)c1C=NCc1ccc(Cl)cc1	-0.3	6	-1	-1.1	0	-19	0.4	1	3	-9	0.8
Cc1cc(C)n(-c2ccc(C(=O)Oc3ccc4c(c3)OCO4)cc2)n1	-3.0	-17	-6	3.3	3	12	0.6	-6	-16	2	3.5
C=CCNC(=O)C12CC3(C)CC(C)(CC(C)(C3)C1)C2	1.1	-1	9	0.2	-13	11	3.5	6	12	-3	.
Oc1ccc(Cl)cc1C1=NNC(c2ccc(Cl)cc2)C1 (centres undefined)	-1.1	-14	-3	2.3	2	-8	0.3	-24	11	-3	2.5
Cc1ccc(S(=O)(=O)NC(=NC2CCCCC2)c2ccccc2)cc1	-0.5	-9	14	1.2	1	12	2.0	13	1	-7	-0.7
Cc1ccc(S(=O)(=O)N2[C@@H](c3ccc(Cl)c(Cl)c3)C(C(=O)O)=C[C@H]2CC2CCCC2)cc1	-2.0	17	2	-3.7	-10	.	3.0	-46	-3	-5	1.1
CN(C1CCCCC1)S(=O)(=O)c1cccc(C(=O)OCC(=O)NC2CCCc3ccccc32)c1 (centres undefined)	0.9	4	-6	-0.7	20	8	-3.2	-12	-6	-1	0.4
COc1cc2c(=O)n(CCCN3CCOCC3)c(=S)[nH]c2c(OC)c1OC	0.4	15	-4	-2.8	-5	15	0.7	.	0	-4	3.8
COc1cc2c(cc1OC)C(C(=O)Nc1ccc3c(c1)OCCO3)C(c1cccnc1)N(C)C2=O (centres undefined)	-1.8	19	-3	-3.6	-2	-19	1.0	2	7	-3	1.7
O=C(Nc1ccc(Cl)cn1)C1C(c2ccccc2)C1(Cl)Cl (centres undefined)	1.6	-34	2	7.1	-9	-9	2.2	-1	15	-7	3.7
CCC(Oc1ccccc1F)C(=O)Nc1ccc2c(c1)n(C)c(=O)n2C (centres undefined)	.	18	-8	-3.9	-13	-22	.	8	-14	-2	1.8
COc1cc(/C=N/NC(=O)CSc2ccccn2)ccc1OC(C)C	0.6	.	.	.	-2	3	0.5	-9	.	.	-2.3
COc1ccc(NC(=O)CN(C)C(=O)/C=C/c2ccc(S(=O)(=O)N3CCCCCC3)cc2)cc1	2.0	8	-12	-1.4	-16	8	1.7	-17	-6	-10	3.5
Cc1onc(-c2ccccc2Cl)c1C(=O)N1CCN(c2nc3ccccc3s2)CC1	2.1	-3	-12	0.5	-1	242	1.5	2	-1	-5	1.6
Cc1cc(C)cc(-n2c(C)cc(C=C(C#N)C#N)c2C)c1	0.4	3	4	-0.6	1	-20	1.8	.	21	-2	3.1
C=C1C(=O)OC2C1CCC(C)C1C=CC(=O)C12C (centres undefined)	.	-6	-1	1.1	3	.	.	13	7	16	1.3
COC(=O)CCCNC(=O)c1ccc(OC2CCN(CCc3ccccc3)CC2)cc1	0.3	-260	4	38*	0	9	2.4	-27	2	4	4.7

Screening data (PubChem BioAssay)
